From PubChem
P. falciparum M1AAP = P. falciparum M1AAP inhibitors, biochemical, fluorogenic H-Leu-NHMec substrate, 1536-well (AID 1445) | recombinant M1AAP, H-Leu-NHMec fluorogenic kinetic assay; higher % means a stronger effect | one-dose inhibition, % at 30 µM; IC50 in µM for titrated hits | Aminopeptidase N (Plasmodium falciparum (isolate 3D7)) | 220,000 tested, 0.42% active;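 active means primary inhibition above the hit cutoff, then over 50% inhibition at one or more dose response concentrations, cut at about 23% in these data, passing the limit was not always enough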;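 further: plate controls were DMSO full reaction for no effect and no enzyme background for full effect; strong numbers were not always called active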
M17LAP inhibition = P. falciparum M17LAP inhibitors, primary screen, biochemical, fluorogenic H-Leu-NHMec substrate, 1536-well (AID 1619). recombinant M17LAP, H-Leu-NHMec fluorogenic kinetic assay; higher % means a stronger effect. Leucine aminopeptidase (Plasmodium falciparum (isolate 3D7)). 220,000 tested, 0.38% active. one-dose inhibition, % at 30 µM; IC50 in µM for titrated hits;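 active means compound inhibiting the enzyme by more than half at any dose during confirmatory dose-response retesting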;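 further: plate controls were full reaction with DMSO carrier for no effect and no enzyme background for full effect; strong numbers were not always called active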
b-catenin transl = modulators of beta-catenin nuclear translocation, primary screen, imaging, HeLa cells, immunofluorescence, high-content; nuclear translocation activity, % at 5 µM; AID 1665, 2009; 190,000 tested, 0.3% active;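 active means nuclear translocation activity above 50% at 5 µM, with a well cell count of 50 or more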;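 further: per-cell ratio of nuclear to cytoplasmic median beta-catenin stain intensity; plate controls were DMSO negative control for no effect and GSK-3 inhibitor IX positive control for full effect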
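Test system: human HeLa cell line; Doses: 5 µM primary, 0.02–20 µM confirmation; Incubation: 24 h compound exposure, 37°C; Detection: beta-catenin immunofluorescence imaging with DAPI; Read-out: beta-catenin nuclear/cytoplasmic ratio, % activation.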
Autophagy mod = autophagy modulators in MEF cells, primary screen, imaging, high-content, MEF GFP-LC3 | MEF GFP-LC3 puncta imaging; test concentration mostly 10 µM | calls only at 10 µM (by protocol) | 190,000 tested, 0.98% active;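 active means percentage of spot-positive cells more than 3 SD above its plate mean, without a fluorescence outlier flag or 80% toxicity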;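 further: spot-positive cell cutoff set from DMSO-treated cells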
Dynein transport = inhibitors of GR-EGFP nuclear translocation, primary screen, dynein cargo transport inhibitor project, imaging, high-content, 3617.4 mouse cells | 220,000 tested, 0.47% active | AID 1381, 2008 | test concentration mostly 20 µM; stimulated with dexamethasone, 1 µM; stronger effect = lower value | z-score, hits read low;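 active means plate z-score of nuclear minus cytoplasmic receptor signal below a set negative limit, without overly bright fluorescence or cell loss, cut at about -3.5 in these data, passing the limit was not always enough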;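 further: z-score of nuclear minus cytoplasmic ring GR-EGFP intensity difference per well; some compounds called inactive have numbers as strong as hits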
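Buffer or medium – tet-free medium with charcoal-stripped serum · Signal – automated 10x imaging of fixed Hoechst-stained cells · Also added – dexamethasone agonist, 1.0 µM final, for 30 min · Incubation – induction 48 h, compound 1 h, agonist 30 min · Read-out – GR-EGFP nuclear translocation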
ER stress rescue = rescue of cells from ER stress-induced death, primary screen, 384-well, CSM14.1, thapsigargin, ATP luminescence (AID 1222) | CSM14.1 thapsigargin-induced death rescue, ATP luminescence; higher % means a stronger effect | cellular ATP content (survival), % at 20 µM, or EC50 in µM where a hit was titrated | 190,000 tested, under 10 active;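 active means EC50 below 50 µM in the dose-response confirmation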;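 further: death triggered by thapsigargin at about 15 µM added after 2 h compound pretreatment; cell ATP read after overnight thapsigargin exposure of roughly 18 to 22 hours; normalized against plate controls of thapsigargin alone and 5% DMSO vehicle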
MT stabilizer = microtubule stabilizers in HeLa cells, primary screen, imaging, high-content imaging | HeLa tubulin immunostaining HCS, 24 h; share of cells brighter than vehicle mean+2SD | % tubulin-high responders, % at 10 µM | 200,000 tested, 0.83% active | AID 2205, 2009;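 active means plate Z-score above 3 for both tubulin-high and condensed-nucleus cell shares, with cell loss under 80%, at 10 µM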;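 further: anti alpha tubulin signal scored within the nucleus-defined area of each cell; some results filed as inactive read as strong as hits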
Insulin prom up = insulin promoter activators in MIN6 cells, imaging, high-content screening, mouse beta cells. MIN6 insulin promoter-GFP reporter; stronger effect = higher value. z-score at 5 µM. 190,000 tested, 0.3% active. AID 1625, 2009;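 active means z-score above 3 at 5 µM with at least 500 cells counted in the well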
UTI89 phage lysis = inhibition of K1F phage lysis, E. coli UTI89, bacterial capsule biogenesis inhibitors, alamar blue (AID 488966). E. coli UTI89 K1F phage lysis, alamar blue, 2 h; higher % means a stronger effect. inhibition, % at 100 µM, or IC50 in µM where a hit was titrated. 340,000 tested, 0.02% active;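 active means phage lysis inhibition, versus mean bacterial control, above a set limit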;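 further: capsule biogenesis inhibitors block K1F phage lysis so surviving cells raise fluorescence; higher fluorescence means more inhibition of phage lysis; actives were called in the ten point dose series up to 300 µM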
Dynein transport cytoplasmic EGFP = also measured in Dynein transport; calls as there; z-score; measured here: cytoplasmic GR-EGFP intensity; stronger effect = higher value
Dynein transport nuclear GR-EGFP = recorded beside Dynein transport, whose call it bears; z-score; measured here: nuclear GR-EGFP intensity;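 lower value marks the stronger effect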
Dynein transport cell count = further read-out of Dynein transport, marked with its call; z-score; measured here: cell count per field
Insulin prom up cell count = also measured in Insulin prom up; calls as there; cell count; measured here: cytotoxicity, nuclei count;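 total cells summed across four imaged fields per well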
b-catenin transl cell count 5 µM = second read-out of b-catenin transl, no call of its own (marks repeat the call); cell count; measured here: cell count, cytotoxicity flag
MT stabilizer Hoechst-high % = second read-out of MT stabilizer, no call of its own (marks repeat the call); % Hoechst-high responders; measured here: nuclear condensation Hoechst responders;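 share of cells brighter than vehicle mean plus two SD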
MT stabilizer cytotoxicity % = also measured in MT stabilizer; calls as there; toxicity, %; measured here: cytotoxicity by cell density;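 0% = mean cell density of plate MIN control wells and 100% = no cells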
Autophagy mod cell loss 18 h = second read-out of Autophagy mod, no call of its own (marks repeat the call); toxicity, %; measured here: cell loss, nuclei count;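 cell loss after 18 h compound exposure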
* marks the source's active call; other numbers are inactive results; i = inactive; · = not tested or not shown; + = active, no number; [ ] = dose if it differs, or a comment.

SMILES	P. falciparum M1AAP	M17LAP inhibition	b-catenin transl	b-catenin transl cell count 5 µM	Autophagy mod	Autophagy mod cell loss 18 h	Dynein transport	Dynein transport cytoplasmic EGFP	Dynein transport nuclear GR-EGFP	Dynein transport cell count	ER stress rescue	MT stabilizer	MT stabilizer Hoechst-high %	MT stabilizer cytotoxicity %	Insulin prom up	Insulin prom up cell count	UTI89 phage lysis
CCN(CC)c1ccc(C(=O)N/N=C(\C)c2cccnc2)cc1	9.2%	17.9%	2.9	1097	i	1.4	-1.05	-0.341	-0.606	1.14	-0.8%	6.0	1.2	9.4	-0.21	1429	0.4%
CCOC(=O)C1=C(C)Nc2ncnn2C1c1cccs1 (stereo unspecified)	-2.2%	-20.4%	0.5	1226	i	-3.7	-0.352	-0.218	-0.806	0.505	-0.8%	3.4	3.0	8.6	0.65	1655	0.4%
COc1cc(C(C#N)N2CCCCC2)ccc1O (stereo unspecified)	9.4%	9.1%	-7.5	970	i	39.2	-0.267	-0.221	0.0197	0.238	0.3%	2.0	2.7	7.6	0.38	1350	0.2%
O=C(/C=C/c1ccco1)N(Cc1ccccc1)C1CCS(=O)(=O)C1 (stereo unspecified)	4.8%	4.7%	2.1	1303	·	·	0.795	-0.0908	1.12	-0.58	·	·	·	·	-0.06	1097	-1.0%
CC1CCCN(C(=O)C2CCN(CC3CC=CCC3)CC2)C1 (stereo unspecified)	4.1%	-7.4%	-3.2	1062	i	2.1	-0.00623	-0.226	0.399	-0.429	-1.3%	2.7	1.0	3.4	-0.27	1341	-0.3%
Cc1cc(C)cc(NC(=O)CSc2nnc(-c3ccccc3)n2N)c1	-1.2%	-4.2%	-2.2	874	i	-0.9	-0.429	-0.314	-0.184	-0.383	0.0%	2.8	1.5	7.5	2.55	1077	1.9%
C=CCn1c(CSc2nc3ccccc3s2)n[nH]c1=S	0.8%	15.9%	-0.8	1446	i	7.8	-0.0701	-0.232	-0.806	0.614	-2.9%	2.7	1.9	4.8	1.89	1093	1.2%
CCOC(=O)CSc1nnc(NC(=O)c2cccc(S(=O)(=O)N3CCCCCC3)c2)s1	3.7%	0.1%	-3.4	1336	i	-1.5	-1.9	-0.231	-0.851	0.634	0.6%	2.9	1.3	3.7	0.07	1520	6.9%
O=C(Nc1nnc(COc2ccccc2)s1)Nc1ccccc1F	3.3%	4.2%	-0.5	1286	·	·	0.274	-0.178	0.696	-0.876	·	·	·	·	0.36	960	1.0%
CCn1c(=O)c(C(=O)CN2CCOCC2)c(N)n(Cc2ccccc2)c1=O	3.7%	-3.5%	2.3	1102	i	-3.0	-0.454	-0.215	-0.344	0.492	-1.5%	1.2	1.9	5.3	0.06	762	0.1%
CC(C)CC(O)C1CCN(C(=O)CCc2nnc(-c3ccccc3)o2)CC1 (stereo unspecified)	2.6%	17.4%	-1.4	1043	i	2.8	-0.494	-0.164	-0.461	1.15	2.2%	1.7	1.7	5.2	0.53	1688	-0.5%
CS(=O)(=O)N(CC(=O)Nc1ccc2c(c1)OCCO2)Cc1ccc(Cl)cc1	0.8%	1.8%	0.6	1056	i	-6.8	-0.103	-0.253	0.0269	0.149	-2.5%	2.2	1.5	3.2	2.1	1619	-0.3%[50 µM]
CC(=O)c1c(C)[nH]c(C(=O)OCc2ccc(Br)cc2)c1C	2.1%	-2.7%	0.8	1060	i	3.1	-0.181	-0.246	-0.216	0.96	1.0%	4.5	1.7	6.8	-0.66	1242	-0.8%
O=C(NNc1nc2cc3c(cc2s1)OCO3)c1ccccc1	-1.2%	7.8%	-1.0	486	i	-13.6	1.06	0.129	1.51	-1.56	-2.6%	3.8	1.5	4.9	-0.06	1068	-0.8%
COc1cc(/C=C/C(=O)c2ccc(O)cc2)ccc1OCC#N	20.4%	25.7%	-1.5	975	i	-2.6	0.785	0.502	0.184	-0.365	2.1%	11.1*	22.6*	13.6*	0.46	1213	-1.2%
Cc1ccc(-c2nnc(SCC#N)n2N)cc1	-0.5%	-10.6%	-0.8	1079	i	-1.1	-0.377	-0.114	0.0224	0.987	-2.7%	2.3	1.3	9.0	-1.15	1371	4.3%
O=C(O)C1CCCN(S(=O)(=O)c2ccc(Br)cc2)C1 (stereo unspecified)	1.5%	2.1%	·	·	i	-0.2	-0.887	-0.286	-0.178	0.657	-1.1%	1.0	1.7	2.8	0.21	987	0.8%
OCCN(Cc1ccccc1)CC1CC=CCC1 (stereo unspecified)	2.7%	12.6%	-1.5	1157	i	1.3	0.0124	-0.233	0.0459	-0.417	-2.6%	5.1	3.6	3.7	0.99	1922	4.7%
N#Cc1cc(-c2ccccc2)cnc1Sc1ccccc1	-0.3%	-12.2%	·	·	i	-2.0	·	·	·	·	-1.0%	1.3	2.6	12.6	·	·	10.1%
CCSc1nccc(-c2nn(-c3ccc(C)cc3)ccc2=O)n1	10.0%	6.4%	133.2*	519*	+	29.4*	1.55	-0.228	0.664	-0.706	-1.6%	49.7*	26.7*	39.7*	-0.29	754	3.4%
CC(C)c1nnc(SCC(=O)NC(C)(C)C)n1C	0.8%	8.1%	-0.8	1002	i	14.2	0.58	-0.0865	0.503	-0.679	-0.6%	2.2	2.2	1.9	-0.8	1315	-4.2%
O=C(CC(=O)NCc1cccnc1)NCc1cccnc1	-3.5%	2.5%	-5.2	1087	i	1.4	-0.088	-0.203	-0.0611	0.176	1.1%	2.8	1.9	7.8	0.2	949	0.5%
COc1ccc(C(C)NC(=S)NC2CCCC2)cc1OC (stereo unspecified)	-0.3%	-2.8%	-0.9	1175	i	15.4	-0.288	-0.232	-0.281	0.115	-1.8%	3.6	2.8	9.0	-0.41	1406	-0.2%
NC(=O)CC(c1ccccc1)c1ccco1 (stereo unspecified)	3.5%	2.4%	-0.9	1416	i	-0.5	0.173	-0.152	-0.532	0.264	-0.5%	3.4	1.5	0.6	1.04	1518	0.3%
O=C(COC(=O)c1ccccc1NC(=O)c1ccco1)Nc1ccc2c(c1)OC(F)(F)O2	-3.9%	-0.6%	·	·	i	22.9	0.213	0.272	0.587	-0.664	0.8%	2.0	1.2	7.5	·	·	3.7%
Next compounds
SMILES	P. falciparum M1AAP	M17LAP inhibition	b-catenin transl	b-catenin transl cell count 5 µM	Autophagy mod	Autophagy mod cell loss 18 h	Dynein transport	Dynein transport cytoplasmic EGFP	Dynein transport nuclear GR-EGFP	Dynein transport cell count	ER stress rescue	MT stabilizer	MT stabilizer Hoechst-high %	MT stabilizer cytotoxicity %	Insulin prom up	Insulin prom up cell count	UTI89 phage lysis
CCOC(=O)c1c(-c2cccs2)csc1NC(=O)COC(=O)c1c(C)noc1C	-1.0%	2.9%	-3.7	1188	i	7.7	-0.321	-0.351	-0.132	0.0761	2.8%	2.0	1.4	6.2	·	·	0.1%
COc1cc(/C=C/C2=NC(=O)C(C)(C)O2)ccc1O	5.9%	23.6%	-3.0	1044	i	0.0	-0.556	-0.318	-0.22	0.377	-0.7%	3.8	3.9	5.9	1.05	1145	·
Cc1ccc(NC(=O)c2ccccc2-c2ccc(C(F)(F)F)cc2)cc1S(=O)(=O)N1CCOCC1	1.3%	-13.2%	·	·	i	3.2	-0.207	-0.318	-0.471	0.1	-4.6%	2.1	2.9	5.7	-0.55	1184	2.2%[50 µM]
O=Cc1c(N2CCN(c3cccc(Cl)c3)CC2)nc2ccccn2c1=O	16.1%	-7.9%	1.2	1036	i	5.9	0.448	-0.383	0.0509	-0.35	1.2%	3.1	1.8	8.4	-0.08	1637	2.9%
O=S(=O)(NCCOCCNS(=O)(=O)c1ccccc1)c1ccccc1	0.7%	7.1%	-0.6	1317	i	0.6	-0.414	-0.182	-0.304	0.478	0.7%	2.8	1.2	7.9	-0.17	1454	-0.2%
O=C(COc1ccc(Cl)cc1)Nc1ccc(N2CCN(C(=O)c3ccco3)CC2)cc1	10.7%	1.0%	1.1	1358	i	13.5	-0.182	-0.203	-0.391	0.307	1.2%	1.7	1.3	4.5	-0.23	1536	0.2%
CCc1cc2c(=O)nc3n(c2s1)Cc1ccccc1/C3=C(/O)c1ccccc1Cl	3.6%	-11.4%	-3.3	1123	i	5.4	0.112	-0.296	0.109	-0.0658	0.1%	2.1	1.4	4.6	·	·	-0.3%
Clc1cc(NCc2cccs2)ccc1N1CCOCC1	1.0%	-7.7%	0.0	1032	i	-1.5	0.837	-0.439	0.209	-0.0695	-0.7%	3.2	2.2	13.1	0.35	1628	1.1%
O=C(O)c1cccc(Oc2cccc(Cl)n2)c1	1.8%	-1.6%	-3.0	1029	i	-2.1	0.169	-0.0792	0.381	-1.48	-1.1%	2.2	1.0	0.3	-0.76	1472	-0.4%
CC(C)Sc1nc2ccsc2c(=O)[nH]1	6.2%	1.6%	5.3	1186	i	17.3	-0.737	-0.348	-0.0364	0.634	·	3.5	3.0	9.5	-0.47	1000	-3.6%
COc1ccc(NS(=O)(=O)c2ccc(NC(=O)C3CCCO3)cc2)cc1 (stereo unspecified)	3.3%	12.2%	2.0	1126	i	-13.5	-0.118	-0.0753	-0.0155	0.059	-0.8%	2.2	1.6	6.8	-0.86	1069	1.0%
CCOCCCNC(=O)c1c[nH]c2cc(C)ccc2c1=O	6.2%	20.2%	4.8	749	i	-6.0	-0.735	-0.215	-0.0567	1.4	-3.4%	5.3	2.9	5.1	1.1	1339	2.9%
